hcGAS lum – Primary biochemical luminescence assay for human cyclic GMP-AMP synthase inhibitors; 0.081% of 290,000 active; recombinant h-cGAS, ATP depletion, Kinase-Glo luminescence; inhibition, % at 12.5 µM;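 also: 0% = vehicle reaction and 100% = reaction without DNA for no activity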
Target sequence (Q8N884 whole entry, looked up): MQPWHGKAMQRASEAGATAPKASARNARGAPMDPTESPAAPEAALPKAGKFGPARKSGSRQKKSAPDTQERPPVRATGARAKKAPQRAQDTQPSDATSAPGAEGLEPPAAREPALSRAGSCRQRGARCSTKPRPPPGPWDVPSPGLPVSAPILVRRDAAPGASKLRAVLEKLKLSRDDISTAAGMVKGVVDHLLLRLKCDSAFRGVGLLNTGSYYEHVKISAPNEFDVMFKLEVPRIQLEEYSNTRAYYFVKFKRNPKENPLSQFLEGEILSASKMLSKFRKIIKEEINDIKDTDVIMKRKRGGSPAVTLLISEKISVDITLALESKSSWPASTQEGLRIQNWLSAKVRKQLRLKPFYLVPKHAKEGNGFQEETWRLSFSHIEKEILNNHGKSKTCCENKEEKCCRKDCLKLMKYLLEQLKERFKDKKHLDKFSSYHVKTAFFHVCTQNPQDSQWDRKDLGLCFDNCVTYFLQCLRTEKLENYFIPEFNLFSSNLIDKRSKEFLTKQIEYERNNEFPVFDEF
NPYLR7 agonist – agonists of mosquito NPYLR7 receptor, primary screen, cell-based, Aedes aegypti, calcium fluorescence, mosquito biting behavior | Aedes aegypti neuropeptide Y-like receptor 7 (NPYLR7) | HEK293T NPYLR7/Galpha15, GCaMP6s calcium fluorescence | activation, % at 10 µM | 0.15% of 270,000 active | AID 1259423, 2018; in the data active = activation above about 40%;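 also: 0% = vehicle and 100% = reference agonist at the receptor; some compounds past the cut are filed as inactive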
mcGAS inh – cyclic GMP-AMP synthase inhibitors, mouse, primary biochemical chemiluminescence | Q8C6L5 | recombinant cGAS, Kinase-Glo ATP depletion luminescence | inhibition, % at 12.5 µM | 0.15% of 160,000 active;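 also: 0% = negative control wells and 100% = reference inhibitor with no enzyme activity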
Starred values were filed as active, the others as inactive; . = not tested or not shown; & = joins results of further samples. Rule as the data show it, unless noted: active = inhibition above about 40%; inactive = the rest.

Values run as follows: hcGAS lum | NPYLR7 agonist | mcGAS inh
- OC(COc1ccccc1)CN(CCN1CCOCC1)Cc1ccc(F)cc1 (configuration not stated)
  3.0 | -7.5 | 0.4
- O=C1NC(=S)S/C1=C\c1ccc(-c2ccccc2[N+](=O)[O-])o1
  9.5 | -0.3 | .
- COc1ccc(C2=NN(C(=O)CN3CCOCC3)C(c3ccccc3C)C2)c(OC)c1 (configuration not stated)
  -0.6 | -10.5 | 0.5
- N#CC(=NNc1ccc(OC(F)(F)F)cc1)c1nnc2n1CCCCC2
  2.9 | -14.9 | .
- O=C(O)c1coc(CN(CCN2CCOCC2)Cc2cccc(F)c2)n1
  1.7 | -7.0 | -0.4
- CCCCOc1ccc(C(=O)Oc2cc(C)[nH]c(=O)c2[N+](=O)[O-])cc1
  -2.3 | 3.0 | -5.6
- O=S(=O)(Cc1ccccc1)N1CCN(C(c2ccccc2)c2ccc(Cl)cc2)CC1 (configuration not stated)
  -13.1 | 27.6 | -5.9
- C=C(C)CSC1=C(C#N)C(C)(C)C(C#N)C(=O)N1 (configuration not stated)
  -4.8&-7.2 | 1.2&15.9 | -5.2&-3.5
- Cc1c[nH]c(C(=O)N2CCNC(C(=O)O)C2)c1 (configuration not stated)
  -6.7 | 9.6 | -15.8
- COc1cccc2c1OCC(NCc1cnn(-c3ccccc3F)c1)C2 (configuration not stated)
  -4.4 | 1.5 | -8.5
- CCCCc1ccc(C(=O)N(CC(=O)N2CCc3sccc3C2c2ccc(Cl)cc2)C2CC2)cc1 (configuration not stated)
  -6.8 | -1.3 | -3.6
- CC(=O)N(Cc1cccnc1)c1nc2c(F)cccc2s1
  -3.2 | -12.9 | -8.0
- CCN1CCN(c2c(CN(CCOC)C(=O)c3ccc([N+](=O)[O-])cc3)c(C)nn2-c2ccccc2)CC1
  -4.8 | 3.0 | -3.3
- CCOC(=O)Cn1c(C2CC(=O)N(c3ccccc3)C2)nc2ccccc21 (configuration not stated)
  -4.1 | -0.5 | .
- OC(c1ccc(Cl)c(F)c1)c1ncc(-c2cccc(F)c2)[nH]1 (configuration not stated)
  -0.1 | 0.7 | .
- COC(=O)c1cc2c3cc(C(=O)OC)sc3n(Cc3ccc(OC)cc3)c2s1
  3.9 | -3.5 | .
- COCCCN(CC(=O)N(CCc1ccc(OC)c(OC)c1)Cc1ccc(C)s1)S(=O)(=O)c1ccc([N+](=O)[O-])cc1
  0.5 | -10.1 | -0.1
- Cc1ccsc1/C=C/c1cc(C(F)(F)F)[nH]c(=O)n1
  -8.8 | 1.8 | -0.8
- O=S(=O)(C1=Cc2ccccc2CC1)N1CCCC1c1nc2ccccc2s1 (configuration not stated)
  3.5 | 3.6 | -5.5
- CCOCC(=O)NCCOc1ccc(-c2ccc(OC)cc2)nn1
  -8.4 | -4.2 | -4.7
- O=C(Nc1noc2ncccc12)c1ccccc1
  -11.7 | -3.0 | -11.6
- COc1ccccc1-c1cc(-c2ccccc2)nc(SCC(=O)c2ccc(Cl)cc2)c1C#N
  0.3 | -3.1 | -3.3
- COCCNC(=O)c1ccc(CSc2nnc(-c3cccc(OC)c3)n2-c2ccccc2F)cc1
  -7.3 | 14.2 | -7.4
- CCOc1ccccc1NC(=O)c1ccc(S(=O)(=O)N2CCN(C)CC2)o1
  -1.6 | -0.8 | .
- Cc1cc(C(=O)CSc2nnc(-c3ccco3)o2)c(C)n1CC1CCCO1 (configuration not stated)
  -2.6 | -5.2 | -0.8
- C=CCn1c(=O)n(CC=C)c(=O)n(Cc2nccn2C)c1=O
  -8.6 | 1.9 | .
- CC(c1ccccc1)c1cn(CCC23CCCN2CCC3)nn1 (configuration not stated)
  -10.4 | 2.8 | .
- O=C(c1cc(-c2ccccc2F)n2nc(-c3ccccc3)cc2n1)N1CCC2(CC1)OCCO2
  -2.9 | . | -6.8
- CC(=O)c1cc2c(cc1NC(=O)Cn1cnc3c1c(=O)n(C)c(=O)n3C)OCO2
  3.5 | 6.0 | -1.0
- Cc1c(C(=O)O)nn(-c2ccccc2)c1Oc1ccccc1[N+](=O)[O-]
  -5.8 | 20.2 | .
- COc1ccc([C@H]2Oc3cc(OC)cc(OC)c3C[C@H]2O)cc1
  -4.2 | -7.5 | -2.9
- Cc1n[nH]c(C)c1CCCN(C)C(=O)c1ncc[nH]1
  -9.2 | 16.3 | .
- CCc1c(C#N)c(N)nc(SCC(=O)c2ccc(Br)cc2)c1C#N
  -6.8 | -1.1 | .
- O=C(CNc1n[nH]c(=O)[nH]c1=O)NNC(=O)c1ccc(Cl)cc1
  -3.4 | 3.8 | -7.4
- Cc1ccc2cc(S(=O)(=O)NCc3ccc4c(c3)OCO4)ccc2c1
  -3.4 | 7.1 | .
- CCN1C(=S)NC(c2cccc(NC(=O)NCc3ccccc3)c2)C(C(=O)OC)=C1C (configuration not stated)
  -4.6 | 1.1 | -8.4
- Cc1oc(-c2ccccc2)nc1C1CC(=O)Nc2c1c(-c1ccccn1)nn2C (configuration not stated)
  -11.3 | 11.2 | .
- COc1cc(CC(=O)Nc2ccc(OC(F)(F)F)cc2)ccc1C
  -6.3 | 6.7 | .
- Cc1cccc2ncc(C(=O)N(Cc3ccccc3)CC(C)CO)c(=O)n12 (configuration not stated)
  -3.8 | 12.1 | .
- O=C(c1cccc(C(F)(F)F)c1)N1CCN(C(c2ccccc2)c2ccc(F)cc2)CC1 (configuration not stated)
  -6.2 | 14.7 | -7.1
- CCN(C)c1ccccc1NC(=O)Cc1sc(=S)[nH]c1C
  -6.7 | -4.8 | .
- CCCCCNC(=O)NCc1cc2n(n1)CCCN(C(=O)C1CCC1)C2
  -0.6 | . | -1.1
- c1ccc(-c2cnnc(SCc3cn4cccnc4n3)n2)cc1
  3.3 | 1.4 | .
- CCc1ccc(S(=O)(=O)NCc2nnnn2-c2ccc(F)cc2)s1
  -8.2 | -1.7 | -7.5
- C=C(C)Cn1c(=O)c2c(nc3n2CC(C)=NN3Cc2ccccc2C)n(C)c1=O
  -3.4 | 21.7 | .
- O=C(O)c1cccc(CC2CCN(C(=O)c3cnn4c3CCCC4)C2)c1 (configuration not stated)
  -2.2 | 2.3 | -8.1
- Oc1ccc(C2CNCc3sccc32)cc1O (configuration not stated)
  8.3 | 2.9 | -3.0
- COc1ccc(CN2CCN(Cc3c[nH]c4ccccc34)CC2CCO)cc1C (configuration not stated)
  -9.2 | 3.9 | .
- O=C(NCC12CC3CC(CC(C3)C1)C2)c1ccccc1
  -3.5 | -6.8 | -6.7
- Cc1onc(-c2ccccc2)c1C(=O)N1CCN(c2ccc(Cl)cc2)CC1
  1.8 | -3.8 | .
- COc1cc(C)c(CNC(C)c2csc(C3CC3)n2)cc1OC (configuration not stated)
  -4.0 | -0.8 | .
- Cc1ccc(NC(=O)Cn2c(=O)cnc3ccccc32)cc1Br
  -12.4 | -4.7 | .
- CC(C)(C)SCCNC(=O)CN(c1ccc(Cl)cc1Cl)S(=O)(=O)c1ccccc1
  -2.4 | 4.3 | .
- CCOC(=O)c1sc2nc(CNC)[nH]c(=O)c2c1C
  5.3 | 10.3 | -0.6
- CNc1ncccc1C(=O)NC(C)c1ccc(O)c(F)c1 (configuration not stated)
  -6.5 | 2.4 | -11.8
- Cn1ccc(NCC(C)(C)CCC#N)n1
  -9.9 | 12.9 | .
- CCC1CCCN(C(=O)c2cc(NC(=O)c3cc(OC)cc(OC)c3)ccc2O)C1 (configuration not stated)
  -12.4 | 21.2 | .
- C=CCN(CC(=O)N(CCc1ccc(OC)c(OC)c1)Cc1ccc(C)o1)C(=O)Nc1cccc(Cl)c1
  -7.4 | -8.4 | -6.3
- COc1cc(Cl)ccc1CNC(=O)N1CCC(CO)CC1
  -11.3 | -5.8 | -16.5
- O=C(COc1cccc(Cl)c1)N1CCC(c2ccc(F)cc2)CC1
  -1.3 | -7.3 | 0.3

Next section
Values run as follows: hcGAS lum | NPYLR7 agonist | mcGAS inh
- COc1ccc(-n2nc(-c3cccc(OC)c3)cc2C(=O)N2CCC3(CC2)OCCO3)cc1
  -4.9 | -4.9 | -4.4
- CC(=O)Nc1ccc(NC(=O)Nc2cn(C)c3ccccc23)cc1
  -10.3 | 1.4 | -11.2
- O=C(NCCc1ccccn1)c1csc(CSc2nnc(-c3ccncc3)n2-c2cccc(Cl)c2)n1
  -8.4 | . | -3.6
- O=C(NCc1ccccc1Cl)c1ccc(-c2cc(-c3cccc4c3OCCO4)[nH]n2)cc1
  -6.5 | 22.2 | -2.8
- O=C(NCCc1cccs1)N1CCN(S(=O)(=O)c2c(Cl)cccc2Cl)CC1
  0.3 | -16.6 | .
- Cc1cc(C(=O)O)ccc1-c1ccc(C(C)N2CCOCC2)cc1 (configuration not stated)
  -6.5 | 13.1 | .
- Cn1cc(/C=C/C(=O)N2CCN(Cc3ccsc3)CC2)c(=O)n(C)c1=O
  8.4 | -1.3 | .
- CC(C)(C)CC(=O)NCCc1ccc(S(N)(=O)=O)cc1
  0.4 | -0.7 | .
- Clc1ccc(-n2cnnc2C2CCOCC2)cc1
  -4.6 | 11.2 | .
- NC(=N/N=C\c1ccc(O)cc1O)c1nonc1N
  2.5 | -17.9 | .
- c1ccc(-c2cc3c(-n4cccc4)ncnc3o2)cc1
  -1.9 | 4.0 | .
- COC(=O)[C@@H]1C[C@@H](NC(=O)CSC(C)C)CN1C
  -0.1 | . | -2.0
- N#Cc1ccc(NC(=O)CSc2n[nH]c(=O)c3cc(-c4ccco4)nn23)cc1
  -4.4 | -3.5 | -5.0
- COc1ccc(Cn2c(N)nc(C#N)c2C#N)cc1F
  8.6&-4.1 | 3.1&8.4 | -6.3
- O=C(c1csc(CSc2nnc(-c3cccnc3)n2-c2cccc(C(F)(F)F)c2)n1)N1CCN(C/C=C/c2ccccc2)CC1
  -6.9 | . | -4.6
- CCOC(=O)c1cc(C(C)(C)C)n(C2CCN(C(=O)c3cc(C)nc(Cl)c3)CC2)n1
  1.8 | -6.5 | -3.9
- NC(=O)c1cc2c(nc1-c1ccc(F)cc1Cl)CCC2
  -7.9 | 13.8 | .
- O=C(CSc1nc2c(c(=O)n1-c1ccccc1)SCC2)Nc1nccs1
  -8.5 | -2.4 | .
- Cc1ccsc1C(CNC(=O)c1cc2n(n1)CCCN(C)C2)N(C)C (configuration not stated)
  -5.5 | -2.9 | -17.1
- CCn1c(CN2CCC(O)(Cc3cc(-c4ccccc4)no3)CC2)nc2ccccc21
  2.1 | 3.6 | .
- CCCNC(=O)[C@@H]1CCCC[C@@H]1C(=O)NCc1cc(C)oc1C(F)(F)F
  -1.7 | 4.6 | -13.4
- NC(=O)CN(Cc1ccc(Br)cc1)Cc1nc2ccccc2s1
  -7.4 | -0.3 | .
- O=C(NCCc1ccccc1)N1CCC(n2cc(CCCO)nn2)CC1
  -1.6 | 5.2 | .
- COc1ccc(NC(=O)C(C2CCCC2)N2CCN(C(=O)c3ccccc3C(F)(F)F)CC2)cc1 (configuration not stated)
  -3.5 | 1.1 | -1.7
- CC[C@H]1CN(C(=O)c2cnn3ccccc23)CC[C@@]1(C)O
  -4.6 | 5.8 | .
- CCCS(=O)(=O)c1ccc(NCc2ccccc2OC)nn1
  -8.0 | . | -8.0
- COC(=O)COC(=O)c1cccc2c1C(=O)c1ccccc1C2=O
  -5.0 | -1.2 | .
- COc1ccc2cc(C(=O)C3CCCN(Cc4cccc(C(C)=O)c4)C3)ccc2c1 (configuration not stated)
  -0.4 | 3.9 | -6.7
- O=C(c1cc(-c2ccccc2)n2nc(-c3ccccc3)cc2n1)N1CCN(c2cccc(C(F)(F)F)c2)CC1
  -4.6 | 9.1 | -4.8
- COCCN(Cc1csc(COc2cc(C)cc(C)c2)n1)C(C)=O
  -4.0 | 1.2 | -3.5
- Cc1ccc(CN(Cc2ccc(F)cc2)CC(C)O)s1 (configuration not stated)
  -3.8 | -2.9 | -5.3
- COc1ccc(-c2nc3ccc(C)cn3c2NC(C)=O)cc1
  -6.8 | 12.8 | -7.4
- Cc1ccccc1-n1ncc(C(C)NC(=O)c2cc(F)ccc2F)c1C (configuration not stated)
  4.4&-3.9 | 8.5 | -9.5
- Cn1cc(S(=O)(=O)NC2CCCCCC2)c(=O)n(C)c1=O
  -7.5 | 2.6 | -8.5
- CCOC(=O)[C@H]1C[C@]2(CCCCN(C)C2=O)N(C(=O)Cc2cccs2)[C@H]1c1ccco1
  -3.9 | -1.6 | -5.0
- Cc1cccc(-c2nc3cc(C)cc(C)n3c2NC(C)(C)C)c1
  -4.9 | 17.5 | -3.3
- CC(C)C12CN3CC(C(C)C)(CN(C1)C3c1cc(Br)ccc1O)C2=O (configuration not stated)
  2.8 | -6.4 | -2.9
- Fc1ccc(CSc2nnc(-c3cccs3)n2C2CC2)cc1
  -14.1 | 11.6 | -9.4
- Fc1ccc(Oc2cc(N3CCc4ccccc4C3)ncn2)cc1Cl
  1.1 | -4.6 | -5.8
- O=C(COc1ccc(Cl)cc1)NC1CCN(c2ccccc2C(=O)NCCN2CCCCC2)CC1
  -7.1 | 19.6 | -6.0
- CC(C)(C)C1CCC(C(=O)OCC(=O)NC23CC4CC(CC(C4)C2)C3)CC1 (configuration not stated)
  -4.8 | 1.5 | -4.2
- Cn1c(=NC(=O)CCCS(=O)(=O)c2ccc(F)cc2)sc2cc3c(cc21)OCCO3
  8.3 | 11.3 | .

Assay outcomes deposited in PubChem by Fisher Drug Discovery Resource Center.

No enrichment for hits. Share with any hit: about 0.27%.
